Compound activity (PubChem BioAssay)
NTR1 agonist: agonists of NTR1, primary screen, imaging, U2OS cells, beta-arrestin-GFP, high content (AID 493036); activation, % at 20 µM; P30989; hit rate 0.17% among 330,000; NTR1-U2OS beta-arrestin-GFP spot imaging, agonist mode;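 active = activation at or above 40% of the spot to cytoplasm intensity ratio, with at least 20 cells analyzed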;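 note: 0% = DMSO without peptide and 100% = 100 nM NTR1 peptide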
Target sequence (P30989 whole entry, looked up): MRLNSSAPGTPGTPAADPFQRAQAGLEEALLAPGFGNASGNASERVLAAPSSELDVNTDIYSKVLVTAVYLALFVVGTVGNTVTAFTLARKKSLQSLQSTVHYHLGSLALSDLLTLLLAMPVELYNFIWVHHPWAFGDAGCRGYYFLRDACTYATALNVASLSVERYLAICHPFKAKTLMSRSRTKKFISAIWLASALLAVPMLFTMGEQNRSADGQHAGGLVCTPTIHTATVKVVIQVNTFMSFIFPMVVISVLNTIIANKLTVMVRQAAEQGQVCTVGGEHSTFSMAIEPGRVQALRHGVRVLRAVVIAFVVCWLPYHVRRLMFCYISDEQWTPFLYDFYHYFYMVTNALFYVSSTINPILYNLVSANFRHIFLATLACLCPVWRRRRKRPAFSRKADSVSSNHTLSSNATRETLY
GPR55 activation: selective activators of receptor GPR55 – imaging, U2OS cells, beta-arrestin-GFP redistribution, primary screen (AID 1961); hit rate 0.048% among 290,000; activation, % at 10 µM, or EC50 in µM where a hit was titrated; U2OS GPR55 beta-arrestin-GFP redistribution imaging; higher % means a stronger effect;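 active = activation above 40% with more than 50 cells counted in the well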;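 note: U2OS osteosarcoma cells stably expressing GPR55 and beta-arrestin-GFP; plate controls were DMSO negative control for no effect and LPI positive control for full effect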
Yfh1-off respiration: enhancers of respiration in Yfh1-depleted yeast, dose response, Friedreich's ataxia, plus single-dose screen (AID 1465); fold induction at 50 µM; hits with a dose series show EC50 in µM; S. cerevisiae Yfh1-off respiration, WST-1 reduction, 72 h; higher fold induction means a stronger effect; hit rate 0.074% among 220,000;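 active = fold induction of absorbance versus untreated yeast above a set limit, then at least 30% activation at any dose in follow-up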;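 note: activators that raise dye reduction in frataxin-depleted yeast; strong numbers were not always called active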
KOR beta-arrestin-1: KOR agonists, beta-arrestin recruitment, primary screen, cell-based, luminescence, uHTS (AID 1777) | KOR beta-arrestin recruitment, luminescence; higher % means a stronger effect | hit rate 0.02% among 280,000 | one-dose activation, % at 10 µM; EC50 in µM for titrated hits; in the data active = activation above about 50%, passing the limit was not always enough; note: a part of the inactive calls stands beside numbers as strong as those of hits
NOD2 inhibition: NOD2 signaling inhibitors, cell-based, luminescence, uHTS, HEK293 (AID 1566); hit rate 0.63% among 290,000; one-dose inhibition, % at 4 µM; EC50 in µM for titrated hits; HEK293 NOD2/NF-kB luciferase reporter, luminescence; higher % means a stronger effect; note: many of its hits are not listed in these tables
KOR beta-arrestin-2: kappa opioid receptor blockers – cell-based, luminescence, uHTS (AID 1778); KOR beta-arrestin recruitment, luminescence, antagonist mode; higher % means a stronger effect; hit rate 0.091% among 290,000; inhibition, % at 10 µM, or IC50 in µM where a hit was titrated; note: strong numbers were not always called active
TNAP activators: human TNAP enzyme activators, primary screen, biochemical, luminescent, no phosphate acceptor, uHTS (AID 1001) | activation fold at 20 µM, or EC50 in µM where a hit was titrated | hit rate 0.03% among 200,000 | purified TNAP, luminescent activation assay, no phosphate acceptor; higher activation fold means a stronger effect; in the data active = activation fold from about 3, or a potency from the dose series; inactive = the rest, 99 in 100 with activation fold below about 1.6; note: many of its hits are not listed in these tables
NOD1 NF-kB reporter: NOD1 signaling inhibitors, primary screen, cell-based, luminescence, uHTS (AID 1578). NOD1-driven NF-kB luciferase reporter cells, luminescence; higher % means a stronger effect. inhibition, % at 4 µM, or EC50 in µM where a hit was titrated. hit rate 1% among 290,000; in the data active = inhibition mostly above about 36%, no sharp cut-off; inactive = mostly below about 34%;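 note: HEK-293T reporter cells stimulated with the NOD1 agonist gamma-tri-DAP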
CSM14.1 death rescue: protection against thapsigargin-triggered cell killing – 384-well, CSM14.1, ATP luminescence, primary screen (AID 1222); CSM14.1 thapsigargin-induced death rescue, ATP luminescence; higher % means a stronger effect; cellular ATP content (survival), % at 20 µM, or EC50 in µM where a hit was titrated; 190,000 tested, under 10 active;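 active = EC50 below 50 µM in the dose-response confirmation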;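 note: death triggered by thapsigargin at about 15 µM added after 2 h compound pretreatment; cell ATP read after overnight thapsigargin exposure of roughly 18 to 22 hours; normalized against plate controls of thapsigargin alone and 5% DMSO vehicle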
NTR1 agonist cell count 20 µM: also measured in NTR1 agonist; calls as there; cell count; measured here: cell count, cytotoxicity flag
Numbers without * were called inactive; i = inactive; / = no result given; [ ] = dose if it differs, or a comment. Cut-off read from the data, not from the text of the source, unless noted: active = inhibition above about 50%; inactive = the rest.

SMILES	NTR1 agonist	NTR1 agonist cell count 20 µM	GPR55 activation	Yfh1-off respiration	KOR beta-arrestin-1	NOD2 inhibition	KOR beta-arrestin-2	TNAP activators	NOD1 NF-kB reporter	CSM14.1 death rescue
O=C(NCCN1CCc2ccccc2C1)Nc1ccc(F)cc1	2.1	51	1.5%	i	-2.9%	25%	24%	1.1	-13%	/
COc1cc(CNc2cc(C)ccc2C)cc(OC)c1OC	5.0	48	-0.1%	i	-2.8%	12%	-30%	1	6%	-2.5%
Cc1ccc(NC(=O)CCNS(=O)(=O)c2ccc3c(c2)c(=O)n(C)c(=O)n3C)cc1C	-0.5	49	-0.3%	i	0.7%	-15%	-12%	1	-30%	-0.1%
COc1cc(-c2nc(C(=O)NCC3CCCO3)cc3c2[nH]c2ccccc23)cc(OC)c1OC (configuration not stated)	5.9	87	0.2%	/	-0.6%	42%	-36%[20 µM]	/	7%	/
CCN(CC)c1ccc(NC(=O)Cn2c(C(C)NC(=O)c3ccccc3)nc3ccccc32)cc1 (configuration not stated)	/	/	0.3%	i	/	10%	/	/	-22%	-2.2%
O=C1CN(C(=O)c2cccc(F)c2)C(c2ccc(F)cc2)c2cc(F)ccc2N1 (configuration not stated)	-0.8	60	-0.1%	/	-0.6%	3%	-25%	/	1%	/
O=C(NCCc1ccccn1)c1cc(-c2ccc(Cl)c(Cl)c2Cl)nc2ccccc12	2.4	58	-0.5%	i	2.1%	20%	32%	1.3	4%	-1.0%
COc1ccc(C(c2sc3nc(C)nn3c2O)N2CCC(C(N)=O)CC2)cc1OC (configuration not stated)	-1.1	81	-0.1%	i	-1.3%	11%	18%	1.1	-20%	-3.6%
COc1cc(NC(=O)c2cc3c(C)nc4ccccc4c3o2)cc(OC)c1OC	7.6	47	-0.1%	i	2.8%	9%	-33%	1.1	-8%	0.8%
Cc1ccc(C)c2sc(N)nc12	-0.3	53	-0.1%	i	/	6%	-84%[20 µM]	1.1	-26%	-1.8%
COc1ccccc1C(=O)NCCCNC(=O)c1ccccn1	-0.6	51	-0.1%	/	3.5%	1%	1%	/	16%	/
CCN(CC)c1ccc2cc(/C(N)=N/NC(=O)c3cccs3)c(=O)oc2c1	6.9	74	0.3%	i	-3.4%	-26%	9%	/	1%	/
O=c1[nH]c2ccc(NC(=S)Nc3ccccc3Cl)cc2[nH]1	1.0	65	0.3%	i	0.6%	10%	-8%	1	6%	4.2%
CC(C)NC1CS(=O)(=O)CC1O (configuration not stated)	0.4	58	-0.2%	i	-10%	6%	-5%	1.2	-14%	-0.9%
CCOc1ccc(CN2C(=O)c3ccccc3C2C(=O)NC(C)CC)cc1OC (configuration not stated)	2.6	75	-0.1%	/	-5.5%	22%	2%	/	4%	/
Cn1cc(CC(=O)NC2CCCCC2)c2ccccc21	-1.7	86	0.2%	i	-0.5%	4%	-5%	1.1	-14%	-0.1%
Cc1ccc(C)c(NC(=O)C[n+]2ccccc2)c1	-0.2	60	-0.1%	/	-1.8%	12%	-43%[20 µM]	/	-30%	/
CCOC(=O)CCc1nc2ccccc2[nH]1	0.0	53	0.2%	i	-1.6%	7%	10%	1.1	-18%	0.0%
COc1cc(-c2cc(-c3ccccc3)nc(SCC(=O)O)c2C#N)cc(OC)c1OC	0.8	107	0.5%	/	-4.1%	16%	-10%	/	-3%	/
Cc1ccccc1C(=O)NNC(=O)CSc1nnc(C)n1-c1ccccc1	-0.7	69	0.4%	i	2.6%	6%	12%	1.8	-19%	-0.8%

Shown in CSV form: entries from further up.
Molecule,NTR1 agonist,NTR1 agonist cell count 20 µM,GPR55 activation,Yfh1-off respiration,KOR beta-arrestin-1,NOD2 inhibition,KOR beta-arrestin-2,TNAP activators,NOD1 NF-kB reporter,CSM14.1 death rescue
O=C1CN(C(=O)c2cccc(F)c2)C(c2ccc(F)cc2)c2cc(F)ccc2N1 (configuration not stated),-0.8,60,-0.1%,/,-0.6%,3%,-25%,/,1%,/
O=C(NCCc1ccccn1)c1cc(-c2ccc(Cl)c(Cl)c2Cl)nc2ccccc12,2.4,58,-0.5%,i,2.1%,20%,32%,1.3,4%,-1.0%
COc1ccc(C(c2sc3nc(C)nn3c2O)N2CCC(C(N)=O)CC2)cc1OC (configuration not stated),-1.1,81,-0.1%,i,-1.3%,11%,18%,1.1,-20%,-3.6%
COc1cc(NC(=O)c2cc3c(C)nc4ccccc4c3o2)cc(OC)c1OC,7.6,47,-0.1%,i,2.8%,9%,-33%,1.1,-8%,0.8%
Cc1ccc(C)c2sc(N)nc12,-0.3,53,-0.1%,i,/,6%,-84%[20 µM],1.1,-26%,-1.8%
COc1ccccc1C(=O)NCCCNC(=O)c1ccccn1,-0.6,51,-0.1%,/,3.5%,1%,1%,/,16%,/
CCN(CC)c1ccc2cc(/C(N)=N/NC(=O)c3cccs3)c(=O)oc2c1,6.9,74,0.3%,i,-3.4%,-26%,9%,/,1%,/
O=c1[nH]c2ccc(NC(=S)Nc3ccccc3Cl)cc2[nH]1,1.0,65,0.3%,i,0.6%,10%,-8%,1,6%,4.2%
CC(C)NC1CS(=O)(=O)CC1O (configuration not stated),0.4,58,-0.2%,i,-10%,6%,-5%,1.2,-14%,-0.9%
CCOc1ccc(CN2C(=O)c3ccccc3C2C(=O)NC(C)CC)cc1OC (configuration not stated),2.6,75,-0.1%,/,-5.5%,22%,2%,/,4%,/
Cn1cc(CC(=O)NC2CCCCC2)c2ccccc21,-1.7,86,0.2%,i,-0.5%,4%,-5%,1.1,-14%,-0.1%

Next part
SMILES	NTR1 agonist	NTR1 agonist cell count 20 µM	GPR55 activation	Yfh1-off respiration	KOR beta-arrestin-1	NOD2 inhibition	KOR beta-arrestin-2	TNAP activators	NOD1 NF-kB reporter	CSM14.1 death rescue
Cc1c(NC(=O)CSCc2c(F)cccc2Cl)c(=O)n(-c2ccccc2)n1C	0.7	68	0.2%	i	-7.3%	16%	10%	1.1	-30%	1.2%
O=C(COC(=O)Cc1ccccc1[N+](=O)[O-])NCc1ccc(F)cc1	-1.4	83	-0.1%	i	-0.3%	1%	15%	1.1	-29%	1.2%
O=C(CNC(=O)c1ccc(Cl)cc1)OCCCOC(=O)CNC(=O)c1ccc(Cl)cc1	0.5	71	-0.1%	/	-0.5%	-3%	16%	/	15%	/
CCc1ccc(NC(=O)c2sc3nc(C)nc(N4CCN(c5ccccn5)CC4)c3c2C)cc1	-0.2	52	-0.1%	/	-5.7%	31%	-1%	/	35%	/
CCN(CC)C(=S)NC(=O)c1ccc(Cl)cc1Cl	0.1	42	0.2%	i	-0.5%	3%	-16%	1.1	-9%	-3.1%
Oc1ccc(/C=N/N2CCN(c3ccccn3)CC2)cc1	1.8	60	-0.1%	i	-2.1%	-5%	7%	/	0%	/
O=C(Nc1ccc(Cl)cc1)N1CCN(c2ccc3nnc(-c4ccc(F)cc4)n3n2)CC1	31	64	-0.2%	i	-0.5%	-23%	-29%	1	-32%	-2.3%
CC1CCCN(Cc2nc(Cc3ccccc3Cl)no2)C1 (configuration not stated)	1.2	59	0.9%	i	3.1%	-68%	-16%	0.9	-38%	-0.8%
CC(C)CNC(=O)NC(=O)COC(=O)Cn1cnc2ccccc2c1=O	-1.8	42	-0.6%	i	-6.0%	9%	-18%	1.1	-18%	0.0%
O=C(Cc1ccc(Cl)cc1)NC1CC1	1.7	48	0.2%	i	-3.6%	16%	22%	1	-8%	0.4%
CCOc1ccc(Br)cc1CN(CC)CC	-0.6	43	-0.1%	i	-4.8%	10%	14%	/	8%	/
Cc1ccc(NCC(=O)NNC2=NCCC2)c(C)c1	1.1	76	0.0%	i	-1.0%	11%	16%	1	-5%	-3.6%
Cc1ccc(NCc2nc3ccccc3n2C)cc1	0.1	58	0.2%	i	-1.8%	-130%	-20%	1.1	-33%	/
COc1ccc(/C=C/c2nnc(NC(=O)CSc3ccc(Cl)cc3)s2)cc1	1.6	53	0.3%	i	6.2%	-21%	-36%	1	-6%	-2.1%
Cc1cc(C)nc(NS(=O)(=O)c2ccc(NC(=O)c3nn(-c4ccccc4)ccc3=O)cc2)n1	1.1	63	-0.2%	/	-3.8%	-8%	-6%	/	-19%	/
COc1ccc(-c2nc(N3CCCCCC3)sc2C(=O)c2ccccc2)cc1	4.6	42	-0.3%	i	0.8%	16%	-6%	1.1	2%	-0.8%
O=C(N/N=C\C=C\c1ccco1)C1COc2ccccc2O1 (configuration not stated)	-0.1	55	-0.1%	i	-2.3%	5%	-2%	/	-6%	/
O=C(CCc1nnc(C2CCCCC2)o1)N1CCC(Oc2cccnc2)CC1	11	69	0.5%	i	/	24%	2%[20 µM]	1	-8%	0.7%
Cc1ccc(NC(=O)CN2C(=O)N/C(=C/c3ccc4c(c3)OCCO4)C2=O)cc1	-0.3	37	0.4%	/	1.9%	-44%	-16%	/	-34%	/
Cc1ccc(Cl)cc1NC(=O)c1cc(NC(=O)CCCC(=O)O)ccc1N1CCCCC1	-0.2	52	-0.1%	/	-0.4%	1%	-10%	/	-22%	/
S=c1[nH]nc(-c2ccccn2)n1/N=C/c1ccc(-c2ccccc2Br)o1	/	/	0.5%	i	-2.5%	10%	-48%	1.2	10%	-9.8%
CCOC(=O)C1CCN(C2CCN(C(=O)c3oc4c(C)c(C)ccc4c3C)CC2)CC1	-1.5	55	-0.1%	/	-0.4%	-35%	-2%	/	-45%	/
Cc1cc(C)nc(Nc2ccccc2F)n1	1.2	53	-0.2%	/	11%	0%	-21%[20 µM]	/	26%	/
Cc1nc(CS(=O)(=O)c2ccccn2)sc1C(=O)NNC(=O)c1ccc(Cl)cc1	-1.0	52	-0.2%	i	-0.4%	-11%	16%	/	-10%	/
COc1ccc(NC(=O)c2cccc(N3C(=O)C4C5C=CC(C5)C4C3=O)c2)c(OC)c1 (configuration not stated)	-0.4	55	-0.1%	/	1.7%	7%	-13%	/	-1%	/

A portion of the library (hit frequency here may not be typical).
